Bioassay records as filed in PubChem BioAssay.
PhoP GFP inhibition = PhoP regulon inhibitors, Salmonella typhi PhoP promoter GFP reporter, confirmatory (AID 1850); inhibition, % at 50 µM; hits with a dose series show IC50 in µM; Salmonella Typhi PhoP-promoter GFP reporter, fluorescence, 4 h; higher % means a stronger effect; 0.33% of 310,000 active; in the data active = a potency from the dose series; inconclusive = inhibition mostly from about 25% at the one dose, without a potency; inactive = the rest, 99 in 100 with inhibition below about 19%;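 also: 0% = induced wells with vehicle and 100% = uninduced wells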
VEEV TC-83 Vero = inhibitors of VEEV TC-83 cytopathic effect, confirmation, Vero cells (AID 588727) | Vero cells, VEEV TC-83 cytopathic effect inhibition; higher % means a stronger effect | one-dose inhibition, % at 20 µM; IC50 in µM for titrated hits | 0.13% of 350,000 active; in the data active = a potency from the dose series; inconclusive = inhibition mostly from about 14% at the one dose, without a potency; inactive = the rest, 99 in 100 with inhibition below about 12%; also: strong numbers were not always called active
M. tuberculosis HTS = M. tuberculosis growth inhibition, HTS (AID 449762). M. tuberculosis H37Rv growth inhibition, 7H9 media; higher % means a stronger effect. inhibition, % at 25 µM; hits with a dose series show IC50 in µM. 0.59% of 330,000 active; in the data active = a potency from the dose series; inconclusive = inhibition above about 70% without an active follow-up result;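 also: bacterial growth assessed after seven days of incubation; strong numbers were not always called active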
tuberculosis growth = growth inhibition of non-replicating M. tuberculosis (AID 488890) | Mycobacterium tuberculosis non-replicating, growth inhibition; higher % means a stronger effect | one-dose inhibition, % at 25 µM; IC50 in µM for titrated hits | 0.39% of 320,000 active; in the data active = a potency from the dose series; inconclusive = inhibition mostly from about 82% at the one dose, without a potency; inactive = the rest, 99 in 100 with inhibition below about 76%;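 also: plate controls were DMSO cells for no effect and high antibiotic wells for full effect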
influenza NS1A = H1N1 influenza NS1A inhibitors, functional cell based assay (AID 504329); NS1A functional cell-based assay, percent inhibition; higher % means a stronger effect; one-dose inhibition, % at 12.5 µM; IC50 in µM for titrated hits; 0.3% of 340,000 active; in the data active = a potency from the dose series; inconclusive = inhibition above about 27% without an active follow-up result; also: strong numbers were not always called active
VEEV TC-83 Vero 10K pilot screen = recorded beside VEEV TC-83 Vero, whose call it bears; inhibition, %; measured here: 10K pilot screen inhibition
An asterisk follows results filed as active; i = inactive; ? = inconclusive; . = not tested or not shown; & = joins results of further samples.

SMILES	PhoP GFP inhibition	VEEV TC-83 Vero	M. tuberculosis HTS	tuberculosis growth	influenza NS1A	others
CCOc1ccc(C(C)NC(=O)C2CCCC2)cc1 (centres undefined)	1%	i	-5%	41%	-6%
Cc1nc(S/C(=C\c2ccc(OCc3ccccc3Cl)cc2)C(=O)O)n[nH]1	-3%	5.6%	20%	4%	-17%
CCCOc1ccc(C(=O)NCc2ccco2)cc1	-7%	0.9%	-8%	70%	-7%
Cc1ccccc1C(=O)Nc1ccc(S(=O)(=O)Nc2onc(C)c2C)cc1	-2%	0.1%	5%	4%	2%
Cc1sc2ncn(CC(=O)NCCCC(=O)N3CCCCC3)c(=O)c2c1C	4%	1.3%	-2%	-6%	2%
CC(C)(C)c1ccc(C(=O)NNC(=O)c2cccc(-n3cnnn3)c2)cc1	14%	0.2%	6%	14%	-4%
CN1CCN(C(=O)c2ccccc2Nc2ccc(SC(F)F)cc2)CC1	1%	0.1%	9%	-7%	-1%
COc1cc2[nH]c(=O)n(-c3ccc(C)cc3)c(=O)c2cc1OC	.	3.1%	.	.	4%
Cc1ccccc1-n1c(SC(C)C(=O)N2CCN(C)CC2)nc2ccccc2c1=O (centres undefined)	-5%	i	-5%	4%	-1%
Cn1c(SCC(=O)Nc2ccccc2[N+](=O)[O-])nnc1C(F)(F)F	12%	0.2%	2%	-5%	-2%
Cc1cccc(NC(=O)c2cc3ccccc3nc2C)c1	9%	9.7%	-1%	10%	8%
O=C(CSc1nc2ccccc2c(=O)n1CC1CCCCC1)N1CCOCC1	1%	4.1%	4%	22%	0%
CCN1CCN(c2ccc(NC(=O)c3ccc4c(c3)OCO4)cc2)CC1	7%	2.9%	-5%	2%	-1%
COc1ccc(/C=C/C(=O)OCC(=O)NCc2ccccc2)cc1OC	.	7.4%	1%	36%	-4%
CSc1nc(N)nc2c1ncn2CC(=O)N[C@H](CO)Cc1c[nH]c2ccccc12	.	0.9%	6%	2%	-19%
COc1cccc(NC(=O)CNC(=O)c2ccc(F)cc2)c1	16%	0.8%	1%	-20%	-4%
O=C(CCc1nnc(COc2ccccc2)o1)NCc1ccccc1C(F)(F)F	8%	3.1%	-9%	8%	-6%
O=C(c1cccc(Cl)c1)N1CCN(Cc2c[nH]c3ccccc23)CC1	2%	0.4%	-5%	3%	-2%
Cc1ccc(NS(=O)(=O)c2ccc(-n3cccn3)cc2)nc1	-10%	0.2%	-4%	-3%	-6%
O=c1[nH]c(/C=C/c2ccc3c(c2)OCO3)c([N+](=O)[O-])c(=O)[nH]1	5%	.	-10%	21%	.
CCc1ccc(NC(=O)C2CCN(S(=O)(=O)c3c(C)noc3C)CC2)cc1	5%	0.9%	8%	5%	2%
O=C(Cn1cc2c(n1)CCCC2)NCc1cccc(Cl)c1	2%	0.1%	-3%	52%	-1%
Cc1cc(C)c(C(=O)CN2CCOCC2)c(C)c1	16%	0.5%	4%	-20%	-7%
Cc1cccc(-n2c(=O)cc(N3CCN(c4ccc(F)cc4)CC3)[nH]c2=O)c1	-4%	3.3%	-4%	.	0%
COCCn1nnnc1CN1CCSCC1	2%	0.2%	2%	0%	-15%
O=C(N/N=C/c1ccc(F)cc1)c1cc(-c2ccccn2)nc2ccccc12	.	3.8%	.	.	-9%
CC(=O)OCc1nc2sc(C)c(C)c2c(=O)[nH]1	-1%	1.2%	-6%	-19%	2%
COc1ccc2c(c1)CCc1c(C(=O)NCc3ccc(F)cc3)noc1-2	3%	0.8%	-1%	.	3%
CCN(CC)CCN(C(=O)c1ccc([N+](=O)[O-])cc1)c1nc2ccc(OC)cc2s1	6%	i	-2%	-8%	-3%
CC(C)C[C@H](NC(=O)[C@@H]1Cc2ccccc2CN1C(=O)OC(C)(C)C)C(=O)NCC1CCC(C(=O)O)CC1 (some centres undefined)	6%	5.0%	1%	-1%	3%
COc1ccc(NS(=O)(=O)c2cn(C)cn2)cc1OC	-3%	1.0%	5%	0%	10%
Cc1cc(NC(=O)CN2C(=O)NC(c3ccccc3)(c3ccc(C)c(C)c3)C2=O)no1 (centres undefined)	.	0.1%	-6%	34%	-10%
COCCCn1c(SCC(=O)NC(C)C)nnc1-c1ccccc1	2%	0.0%	-4%	-15%	8%
Cc1ccc(-n2cnnn2)c2cccnc12	-6%	i	2%	2%	1%
C#CCn1c(=NC(=O)c2ccco2)sc2cccc(Cl)c21	2%	0.6%	-10%	-4%	-2%
CCOC(=O)c1cc(S(=O)(=O)N2CCN(C3CCCCC3)CC2)cn1C	3%	0.5%	-4%	-11%	1%
CCc1ccc(N2CC(C(=O)Nc3cc(C)on3)CC2=O)cc1 (centres undefined)	7%	i	-7%	33%	-3%
O=C(c1ccc2c(=O)n(Cc3ccc(Cl)cc3)c(=S)[nH]c2c1)N1CCOCC1	9%	2.9%	5%	7%	6%
Cn1cc(CC(=O)Nc2cccc(C#N)c2)c2ccccc21	-4%	5.2%	5%	-27%	4%
CSc1ccccc1NC(=O)c1c(Br)cnn1C	-9%	5.9%	23%	-10%	-9%
CCCCN(C)C(=O)CS(=O)(=O)Cc1nc(-c2cccc(OC)c2)oc1C	7%	i	-13%	-3%	27%
O=C(COC(=O)c1nc(Cl)ccc1Cl)Nc1ccc(Cl)cc1	.	1.3%	-4%	43%	1%
Cc1cccc(CSc2nc3c(c(-c4cccs4)c2C#N)CN(C)CC3)c1	-3%	7.4%	>100µM*	45%	-2%
Cc1nn(-c2ccccc2)c(-c2ccccc2)c1C(=O)O	11%	0.8%	0%	3%	-14%
CC1(C)CN(c2ccc(C(=O)c3ccccc3)cc2)C1=O	0%	1.4%	-2%	-12%	-2%
O=C(COc1ccccc1)NCC1(N2CCCCC2)CCCCC1	-14%	i	-5%	49%	5%
C[N+]1(C)CCC(=C2c3ccccc3CC(=O)c3sccc32)CC1	-6%	i	5%	64%	-2%
CC1CCCCN1C(=O)CSCC(=O)Nc1nc(-c2cccs2)cs1 (centres undefined)	9%	0.6%	-4%	29%	-1%
Cc1cc(C)cc(OCC(=O)Nc2nonc2NC(=O)COc2cc(C)cc(C)c2)c1	-6%	0.8%	-12%	21%	-4%	VEEV TC-83 Vero 10K pilot screen=1.0
COC(=O)c1ccc(CNCC(=O)Nc2ccc(C(=O)OC)cc2)cc1	-3%	i	66%	42%	-1%
Cc1ccc(CN(N=Nc2nonc2N)c2nonc2N)c(C)c1	-7%	0.8%	-3%	19%	7%
COc1ccc(-c2cn3c(C)c(C(=O)NCc4ccc5c(c4)OCO5)sc3n2)cc1	-2%	0.3%	6%	-23%	-10%
O=C(O)CC/C(=C\c1cc2c(cc1Br)OCO2)c1nc2ccccc2s1	-4%	1.5%	4%	15%	-7%
COc1ccc(OC)c(NC(=S)N2c3ccccc3CC2C)c1 (centres undefined)	-3%	i	4%	4%	-3%
Cc1ccccc1C1CC(c2ccc(Br)cc2)Nc2nc(N)nn21 (centres undefined)	-15%	5.6%	-3%	38%	-5%
Cc1noc(C)c1CSCC(=O)Nc1nc(-c2ccc(F)c(F)c2)cs1	0%	10%	-6%	25%	2%
FC(F)(F)c1cc(-c2ccccn2)nc2cc(-c3ccccc3)nn12	-10%	6.5%	10%	-4%	-2%
CCc1nc(SCC(=O)Nc2ccccc2OC)n[nH]1	11%	1.8%	-1%	-9%	2%
CN(C)C(CNC(C(=O)Nc1ccc(F)cc1)c1ccccc1)c1ccccc1 (centres undefined)	-5%	i	-3%	30%	4%
C=CCn1c(SCC(=O)C(C)(C)C)nnc1-c1ccccn1	-16%	i	-1%	1%	-7%

The closing six entries of the part above are carried over, then new ones follow:
SMILES	PhoP GFP inhibition	VEEV TC-83 Vero	M. tuberculosis HTS	tuberculosis growth	influenza NS1A	others
Cc1ccccc1C1CC(c2ccc(Br)cc2)Nc2nc(N)nn21 (centres undefined)	-15%	5.6%	-3%	38%	-5%
Cc1noc(C)c1CSCC(=O)Nc1nc(-c2ccc(F)c(F)c2)cs1	0%	10%	-6%	25%	2%
FC(F)(F)c1cc(-c2ccccn2)nc2cc(-c3ccccc3)nn12	-10%	6.5%	10%	-4%	-2%
CCc1nc(SCC(=O)Nc2ccccc2OC)n[nH]1	11%	1.8%	-1%	-9%	2%
CN(C)C(CNC(C(=O)Nc1ccc(F)cc1)c1ccccc1)c1ccccc1 (centres undefined)	-5%	i	-3%	30%	4%
C=CCn1c(SCC(=O)C(C)(C)C)nnc1-c1ccccn1	-16%	i	-1%	1%	-7%
Cc1cccc(C(=O)N/N=C/c2ccc[nH]2)c1	-6%	5.4%	-12%	?	0%
CN(C(=O)c1ccccc1)C1(C)CCS(=O)(=O)C1 (centres undefined)	-7%	i	-6%	-3%	0%	VEEV TC-83 Vero 10K pilot screen=1.5
CCc1ccc(S(=O)(=O)Nc2ccc(C)c(NS(C)(=O)=O)c2)cc1	5%	i	9%	10%	.
NCCc1cc(O)c(O)cc1O	.	2.4%&1.3%	.	.	8%&0%
COc1ccc(OC)c(/C=N/NC(=O)CCCC(=O)Nc2cccc(Br)c2)c1	2%	4.3%	0%	2%	8%
Cc1cccc(CSC2=NCCN2C(=O)c2ccc(Br)o2)c1	-3%	6.8%	5%	.	2%
COc1cc(C=O)ccc1OS(=O)(=O)c1ccc(NC(C)=O)cc1	-3%	i	-3%	8%	-6%
COc1ccccc1CNC(=O)c1ccc2c(c1)OCO2	10%	i	-6%	15%	2%
COc1ccc(C(=O)Nc2cccc(NC(=O)c3cccs3)c2)cc1OC	-7%	5.3%	-3%	33%	-3%
COc1ccccc1C(=O)Nc1ccccc1N1CCCCC1	-9%	0.2%	4%	17%	-5%
COc1cc(-c2nc(-c3ccccc3)c(-c3cccs3)[nH]2)cc(OC)c1OC	-2%	1.4%	15%	-1%	4%
CNC(=O)C1=C(C)NC(=S)NC1c1cc2c(cc1OC)CCCC2 (centres undefined)	-2%	1.2%	6%	-9%	16%
COc1cc2[nH]c(C(=O)N3CCC(Cc4ccccc4)CC3)cc2c(OC)c1OC	-19%	3.6%	1%	21%	-2%
O=C(c1ccc(Cl)c(S(=O)(=O)N2CCCC2)c1)N1CCN(c2ccccn2)CC1	-6%	3.7%	.	.	-5%
O=C(Nc1cccc(-c2nnc(-c3ccco3)o2)c1)c1ccccc1	8%	13%	45%	-16%	.
COc1ccc(NC(=O)CCCCCN2C(=O)CCC2=O)cc1Cl	-9%	1.6%	?	12%	-3%
CCCCOC(=O)c1ccc(NC(=O)CSc2nnnn2C)cc1	-8%	6.6%	?	40%	2%
COc1ccc(NC(=O)c2ccc(OC(=S)N(C)c3ccc(OC)cc3)cc2)cc1	-3%	0.1%	-4%	-13%	8%
Cc1cc(=O)oc2cc(O)cc(O)c12	.	1.8%	.	.	-3%
CCSc1nnc(-c2ccc(S(=O)(=O)N3CCOCC3)cc2)n1C	14%	1.1%	-7%	1%	2%
CN(C)S(=O)(=O)c1ccc(Cl)c(NC(=O)COC(=O)C2CCCO2)c1 (centres undefined)	-8%	4.1%	-4%	-4%	-1%
Cc1cc(C)c(C)c(OC(=O)c2sc(Cl)nc2C)c1	-21%	7.5%	4%	70%	-1%
CS(=O)(=O)n1nc(-c2ccccc2)nc1NCc1ccco1	5%	0.6%	1%	13%	-4%
O=C(Nc1ccc(F)c(F)c1)c1cccnc1	3%	1.0%	-5%	-18%	-1%
CC(C)Cn1cc(C(=O)N2CCN(c3ccccn3)CC2)c2c3ccccc3n(C)c2c1=O	-10%	i	1%	29%	22%	VEEV TC-83 Vero 10K pilot screen=8.2
CC(O)C(NS(=O)(=O)c1ccc(Cl)cc1)C(=O)OCC(=O)c1c[nH]c2ccccc12 (centres undefined)	2%	0.6%	-11%	13%	-4%
COC(=O)c1ccc(C(=O)Nc2ccc3c(c2)C(=O)NC3=O)cc1	-3%	i	4%	30%	-3%
Cc1cc(NCCCO)n2c(nc3ccccc32)c1C#N	-4%	1.5%	-1%	-4%	-9%
O=C(O)CC1(CC(=O)Nc2ccccc2N2CCOCC2)CCCC1	7%	0.1%	-1%	-10%	1%
CCCCN(C(=O)c1cccc(S(=O)(=O)N(C)c2ccc(C)cc2)c1)c1c(N)n(CC(C)C)c(=O)[nH]c1=O	.	5.5%	.	.	-3%
CCN(CC(=O)Nc1c(F)cccc1F)C(=O)c1ccc(S(=O)(=O)NCc2ccco2)cc1	0%	2.3%	-4%	-11%	-6%
O=C(Nc1ccccc1F)NC1CCCCCCC1	-10%	1.9%	?	39%	2%
